Compound activity deposited in PubChem BioAssay by NCI.
All columns: NCI-60 one-dose screen, growth in % after 48 h at 10 µM unless noted; 100 = growth as untreated, 0 = no growth, -100 = all killed.
HL-60(TB) = HL-60(TB) leukemia cells; 78,000 compounds, 9% hits; AID 1794776; active means growth percent below 10
Starred values were filed as active, the others as inactive; & = joins results of further samples; [ ] = remark or other dose.

SMILES | HL-60(TB)
Cc1ccc(C(=O)N2Cc3ccccc3CC2C(N)=O)c(C)c1 (stereo not drawn) | 119[50 µM]
Oc1cccc(-c2nc(-c3nn(CN4CCNCC4)c(=S)o3)cc3c2[nH]c2ccccc23)c1 | 92
Cc1ccc(S(=O)(=O)N2CCCC3OCCCC3=C2C2=CCCCC2)cc1 (stereo not drawn) | 100
O=C(c1ccccc1)C(c1ccccc1)N1CCOCC1 (stereo not drawn) | 94
Cc1cc2nc(SCC(=O)O)[nH]c2cc1C | 66
O=C(C1CCCCC1C(=O)N1CCCCC1)N1CCCCC1 (stereo not drawn) | 84
CCCCCCCCCCCC(=O)Nc1ccc(SSc2ccc(NC(=O)CCCCCCCCCCC)cc2)cc1 | 85
C=CCSSCC=C | 101
Cc1cc(C(=O)O)c(C)cc1C(=O)O | 113
O=C1C=CC(=Nc2ccc(F)cc2)O1 | 86
COc1ccc(/C=C2/C3=C([C@@H](c4ccc(OC)cc4OC)C(C#N)=C(N)O3)[C@H]3CCC2N3C)c(OC)c1 | 84
CCCCCCC1(C)NCCO1 (stereo not drawn) | 91
CSc1nc2nc3c(nc2c(=O)n1C)C(=O)c1ccccc1-3 | 99
CCCCCC(C)CO (stereo not drawn) | 105
C=CCN1C(=O)c2cccc3c(Nc4ccc(Br)cn4)ccc(c23)C1=O | 83
Cc1cc(C)c2c(n1)sc1c(Nc3[nH]nc4ncccc34)ncnc12 | 99
CN(C)c1ccc2c(N(C)C)cc(N(C)C)nc2c1 | 92
Cc1[nH]c(C(=O)Nc2ccc(S(=O)(=O)N3CCCCC3)cc2OCCOCCOCCOCCOCCOCCOCCOCCOCCOc2cc(S(=O)(=O)N3CCCCC3)ccc2NC(=O)c2[nH]c(C)c3c2CCCCC3=O)c2c1C(=O)CCCC2 | 11
OC1COC(O)(CNCCc2c[nH]c3ccc(OCc4ccccc4)cc23)C(O)C1O (stereo not drawn) | 95
COc1ccc(-c2nc(SCc3cc(=O)oc4cc(C)ccc34)[nH]c(=O)c2C#N)cc1 | 104
CSc1nn2c(=O)c3c4c(sc3nc2n1-c1ccc(Cl)cc1)CN(C)CC4 | 98
CC(C)C[C@H](C(=O)O)N(C)C(=O)[C@@H]1CCCN1C(=O)[C@H](C)O | 104
CCOC(=O)c1c(SC)nn(-c2cc(=O)[nH]c3ccc(C)cc23)c1N | 109
CC1(C)CC(=O)c2ncccc2O1 | 99
COc1ccc(CNc2nnc(C)c(C)n2)cc1 | 92
OCCN(Cc1ccccn1)Cc1ccccn1 | 93
CCOC(=O)C1=C(C)N=C2Sc3cc(OC(F)(F)F)ccc3N2[C@H]1c1ccccn1 | 47
Cc1cc(N=C2NC(=O)/C(=C/c3ccco3)S2)no1 | 98
O=C1C=C(C(Cl)(Cl)Cl)OC(=O)C1 | 105
NS(=O)(=O)c1ccc(NCCC(=NCCO)c2ccccc2)cc1 | 106
Cc1cccc(NC2=C(Cl)C(=O)c3nc(C)ccc3C2=O)c1 | -15*
Cc1cc(C(C#N)c2ccc(Cl)cc2)c(Cl)cc1NC(=O)c1cc(I)cc(I)c1O (stereo not drawn) | 17
CCN(CC)CCN[C@@H](c1ccccc1)[C@H](O)c1ccccc1 | 95
Nc1n[nH]c(-c2cc(Cl)ccc2O)c1-c1ccccc1 | 70
COc1cc(/C=C/C(=O)c2cccc(-n3cc(-c4ccc(Cl)cc4)[nH]c3=O)c2)ccc1O | -20*
C=CC(=O)N1CCN(c2cccc(Oc3nccc(Nc4nnc(-c5ccc(OC)cc5)s4)n3)c2)CC1 | 97
COc1ccc(/C=N\NC(=O)c2cnn(CC(O)c3ccccc3)c2N)cc1OCc1ccc(F)cc1 (stereo not drawn) | 75
Oc1ccccc1-c1nnc(COc2ccc(Cl)cc2Cl)o1 | 3.9*
CC(C)CCNC(=O)/C=C/Cn1cc(Br)c2ncccc2c1=O | 105
Oc1c(Br)c(Br)c(Br)c(Br)c1Br | 100
COc1ccc(/C=N/NC(=O)c2cnn(CC(O)c3ccccc3)c2N)cc1Oc1ccccc1 (stereo not drawn) | 85
CCOC(=O)/C(C#N)=C\c1ccc(/C=C(\C#N)C(=O)OCC)cc1 | 114
Cc1cc2nc3c(=O)[nH]c(=O)nc-3n(CCOC(=O)CCC(=O)O)c2cc1C | 112
O=C(Nc1ccccc1)Nc1ccccc1 | 109&92&104
COc1cc(-c2nc(NC(C)=O)sc2-c2ccnc(NCCCNS(=O)(=O)c3ccc(Cl)cc3)n2)ccc1Cl | 78
COc1cccc(NC(=O)c2sc3nc(C)c(C(C)=O)cc3c2N)c1 | 6.6*
O=[N+]([O-])c1cccc(C2c3sc4ccc(Cl)cc4c3Nc3nncn32)c1 (stereo not drawn) | 107
CNC(=O)Oc1cccc2ccccc12 | 46

19 consecutive entries from above:
SMILES | HL-60(TB)
NS(=O)(=O)c1ccc(NCCC(=NCCO)c2ccccc2)cc1 | 106
Cc1cccc(NC2=C(Cl)C(=O)c3nc(C)ccc3C2=O)c1 | -15*
Cc1cc(C(C#N)c2ccc(Cl)cc2)c(Cl)cc1NC(=O)c1cc(I)cc(I)c1O (stereo not drawn) | 17
CCN(CC)CCN[C@@H](c1ccccc1)[C@H](O)c1ccccc1 | 95
Nc1n[nH]c(-c2cc(Cl)ccc2O)c1-c1ccccc1 | 70
COc1cc(/C=C/C(=O)c2cccc(-n3cc(-c4ccc(Cl)cc4)[nH]c3=O)c2)ccc1O | -20*
C=CC(=O)N1CCN(c2cccc(Oc3nccc(Nc4nnc(-c5ccc(OC)cc5)s4)n3)c2)CC1 | 97
COc1ccc(/C=N\NC(=O)c2cnn(CC(O)c3ccccc3)c2N)cc1OCc1ccc(F)cc1 (stereo not drawn) | 75
Oc1ccccc1-c1nnc(COc2ccc(Cl)cc2Cl)o1 | 3.9*
CC(C)CCNC(=O)/C=C/Cn1cc(Br)c2ncccc2c1=O | 105
Oc1c(Br)c(Br)c(Br)c(Br)c1Br | 100
COc1ccc(/C=N/NC(=O)c2cnn(CC(O)c3ccccc3)c2N)cc1Oc1ccccc1 (stereo not drawn) | 85
CCOC(=O)/C(C#N)=C\c1ccc(/C=C(\C#N)C(=O)OCC)cc1 | 114
Cc1cc2nc3c(=O)[nH]c(=O)nc-3n(CCOC(=O)CCC(=O)O)c2cc1C | 112
O=C(Nc1ccccc1)Nc1ccccc1 | 109&92&104
COc1cc(-c2nc(NC(C)=O)sc2-c2ccnc(NCCCNS(=O)(=O)c3ccc(Cl)cc3)n2)ccc1Cl | 78
COc1cccc(NC(=O)c2sc3nc(C)c(C(C)=O)cc3c2N)c1 | 6.6*
O=[N+]([O-])c1cccc(C2c3sc4ccc(Cl)cc4c3Nc3nncn32)c1 (stereo not drawn) | 107
CNC(=O)Oc1cccc2ccccc12 | 46

The list goes on:
SMILES | HL-60(TB)
CCOC(=O)CCN1C(=O)/C(=C/N2N=C(c3ccc(OC)cc3)CC2c2ccc(OC)cc2)SC1=S (stereo not drawn) | 128
CCCC(C(=O)OCC)C(C)OC(=O)OCC (stereo not drawn) | 88
O=C1CCC2CC1CCC2=O | 94
COc1ccc(-n2c(SCc3cc(OC)c(OC)c(OC)c3)nc3cc(OC)c(OC)cc3c2=O)c(OC)c1 | 93
O=c1cc(-c2ccc(O)cc2)oc2cc(O)cc(O)c12 | 97
CCOC(=O)c1ccc(NC(=O)Nc2cccc(O)c2)cc1 | 108
COC(=O)C1C2CC3c4[nH]c5cc(OC)ccc5c4CCN3CC2CC(OC(=O)c2cc(OC)c(OC)c(OC)c2)C1OC (stereo not drawn) | 100
O=c1cccc2n1C[C@H]1C[C@@H]2CN2CCCC[C@@H]12 | 108
CCN(CC)CCCCNc1c2ccccc2[n+](C)c2c1[nH]c1ccccc12 | 23
COc1ccc2ccccc2c1Cc1ccc(N(C)C)cc1 | 101
CCOC(=O)c1cc(/C(=N\O)c2cc(OC)c(OC)c(OC)c2)n2c(C)cccc12 | 3.2*
CNc1nc2ncn(C)c2c(=O)[nH]1 | 92
COC(=O)c1ccc2c(=O)[nH]c(CSc3nc4ccccc4c(=O)n3C)nc2c1 | 100
COc1ccc(-c2c(C#N)c(-c3cccs3)nc3c2c(-c2ccccc2)nn3-c2ccccc2)cc1OC | 102
CN(c1cccnc1)c1ncnc2[nH]ncc12 | 78
COc1cc(-c2nn(C)nc2-c2cc3ccccc3s2)cc(OC)c1OC | -3.8*
CN1CCN(c2ccc(Nc3nc(NCCNS(=O)(=O)c4cccc(Br)c4)c4sccc4n3)cc2)CC1 | 86
COc1ccc(N=Nc2c(N)nn3c(-c4ccc([N+](=O)[O-])cc4)ccnc23)cc1 | 86
CC(=O)c1ccc(Nc2nc(Cl)nc(Oc3c(C(C)C)cccc3C(C)C)n2)cc1 | 89
COc1cc2ncnc3c2cc1OCCCCCN(C)Cc1ccc(Br)cc1N3 | 34
COc1ccc(C(=O)Oc2ccc(Cl)cc2Cl)cc1 | 94
CS(=O)(=O)N1CC(CCl)c2ccc([N+](=O)[O-])cc21 (stereo not drawn) | 116
CCSc1nnc(-c2c(C)nc3ccc(Cl)cn23)o1 | 98
Cc1nn(-c2ccc([N+](=O)[O-])cc2)c2ncnc(N/N=C/c3cccc(F)c3)c12 | 41
COc1ccc2oc(=O)cc(/C=N\Nc3nc(-c4ccc(Cl)cc4Cl)cs3)c2c1 | 90
CC(C)(C)C1CCNC(=O)CC1 (stereo not drawn) | 166
COc1ccc(-c2nn(-c3ccccc3)cc2C2CC(c3cc4ccccc4oc3=O)=NN2c2ccc(S(N)(=O)=O)cc2)cc1 (stereo not drawn) | 124
COc1ccc(-c2cnc3nonc3n2)cc1[N+](=O)[O-] | 83
N#Cc1ccccc1/C=N/NC1=NCCN1S(=O)(=O)c1ccc([N+](=O)[O-])cc1 | 100
CC(=O)C(CCc1ccccc1)(CCN(C)C)c1ccccc1 (stereo not drawn) | 74
CC1CCc2c(sc3nc(SCC(=O)N/N=C/c4ccc(O)c(O)c4)n(-c4ccccc4)c(=O)c23)C1 (stereo not drawn) | 66
Cc1ccc(C(=O)C(C)(CCC#N)CCC#N)o1 | 97
c1nc(N2CCOCC2)c2[nH]ccc2n1 | 90
COc1cccc(C(=O)N(c2ccc(F)c(F)c2)C(C(=O)NC(C)(C)C)c2cc3c(C)cc(C)cc3nc2Cl)c1 (stereo not drawn) | 63
CS(=O)(=O)C(Cl)(Cl)Cl | 88
CN(C)c1ccc2nc3ccc(=O)cc-3sc2c1 | -7.6*
Cc1ccc(C)n1Cc1ccc(Cl)cc1 | 100
O=C1CN(Cc2ccc(C(=O)NO)cc2)C(=O)[C@H](Cc2c[nH]c3ccccc23)N1 | 145
COc1cc(NCCCCCCC2CCCCN2)c2ncccc2c1 (stereo not drawn) | 55
COc1ccc(C2C=C(c3ccc(NCc4nccc(OCC(F)(F)F)c4C)cc3)NC(N)=N2)cc1O (stereo not drawn) | 54
NC(N)=Nc1ccc(Oc2cccc(Nc3ccc(Br)c(C(F)(F)F)c3)c2)cn1 | -63*
COc1cc(-c2ccc(/C=N/NC(=O)c3[nH]c4ccc(Br)cc4c3-c3ccccc3)o2)cc(OC)c1OC | 99
CC(C)(C)n1cc(-c2ccnc(NCCNS(=O)(=O)c3ccc(C(F)(F)F)cc3)c2)c(-c2cccc(F)c2)n1 | 84
CCc1c(C)c2ccc(O)c(-c3cc(-c4ccccc4)c(C#N)c(=O)[nH]3)c2oc1=O | 109
CCOC(=O)c1cc2c3c(ccc(NS(=O)(=O)c4ccccc4OC)c3n1)N(C)C2=O | 23
Nc1ccc([N+](=O)[O-])cc1C(=O)O | 55
CCCCCCCCCCCC(=O)N(CCCC)CCCC | 104
COc1cc(C2C(C#N)=C(N)N(c3ccc(OC(F)(F)F)cc3)C3=C2C(=O)CC(C)(C)C3)cc(Br)c1O (stereo not drawn) | 105
COc1ccc(CN2[C@H](C(=O)NCc3ccc(C(=O)NO)cc3)Cc3c([nH]c4ccccc34)[C@H]2C2CC2)cc1 | 11
Nc1nc(C(=O)NNC(=S)Nc2ccc(Cl)cc2)nn1-c1ccc(S(N)(=O)=O)cc1 | 98
CCCCCc1ccc(C)cc1OC(C)=O | 99
CC(=O)OC1Oc2cc(C)c(C)cc2-c2oc(=O)c(-c3cc4ccccc4oc3=O)cc21 (stereo not drawn) | 93
Cc1cc(=O)n2n1-c1ccc(F)cc1NC(=O)C2 | 99
Clc1ccc2c(c1)sc1nc(-c3c[nH]c4ccccc34)c(Nc3ccc(Br)cc3)n12 | 83
O=C(Nc1ncc(Cc2ccccc2Cl)s1)c1cccs1 | 58
CN1CCN(Cc2ccc(NC(=O)c3cncc(C#Cc4c(N)ncc5ccc(C#N)cc45)c3)cc2C(F)(F)F)CC1 | 9.7*
COc1ccc(C(=O)CCl)c(O)c1OC | 92
CCOC(=O)c1c(NC(=O)c2ccc(OC)cc2)sc2c(CN(C)C)c(O)ccc12 | 1.3*
O=C(O)c1ccnc(Br)c1 | 97
O=C1COCCN1c1ccc(Nc2nc(Cl)nc(OCc3cn(Cc4ccccc4)nn3)n2)cc1 | 40
Next results:
SMILES | HL-60(TB)
O=C(/C=C/c1ccccc1C(F)(F)F)c1c(O)c2ccccc2oc1=O | 73
COC(=O)[C@H]1[C@@H](O)CON(c2ccccc2)[C@H]1c1ccccc1 | 105
CC([C@H]1CCC2C3CCC4C[C@@H](N(C)C)CC[C@]4(C)C3CC[C@@]21C)N(C)C (stereo partly drawn) | 37
COc1ccc(NC(=O)CSc2nc(C)c(C(C)=O)n2-c2ccc(OC)cc2)cc1 | 117
O=C(O)c1cc(Cl)cc([N+](=O)[O-])c1O | 101
CCN(CC)CCOCC(=O)Nc1c(C)cccc1Cl | 102
COc1cc2oc(-c3cccc(NC(=O)[C@@H](CO)NC(=O)OC(C)(C)C)c3)cc(=O)c2c(OC)c1OC | 106
CCCCCCCCCCOC(=O)c1nn(C(C)=O)c2cc(C)c(C)cc12 | 101
CC(C)(O)[C@@H]1Cc2cc3ccc(=O)oc3cc2O1 | 80
Cc1ccc(NC(=O)C2c3ccccc3-c3ccccc32)cc1 | 99
CC(C)c1ccc(Cn2ccc3c4c(N)nc(NC5CC5)nc4ccc32)cc1 | -69*
CNCCCC1c2ccccc2C=Cc2ccccc21 | 80
CCOC(=O)/C(F)=C/C1CC1CCc1ccccc1OC (stereo not drawn) | 95
O=C(c1ccccc1)N1Cc2cc(-c3ccccc3)nn2[C@H]2CCCCN21 | 93
O=C1CCCN1Cc1ccccc1 | 73
N#C/C(=C\c1ccc(O)cc1)n1nnc2cc(F)c(F)cc21 | 54
O=C(OCCCl)c1ccco1 | 98

These rows are one share of the data; the hit share may differ from the screen's.
